WRN inhibitor: blocks human WRN helicase; Q14191; WRN helicase unwinding, fluorescent forked duplex, kinetic; Potency, µM (series often up to 114 µM), for the others: top-dose activity change, negative = inhibition, actives largely listed as inhibitors; actives 0.46% (n = 360,000); AID 651768; note: potency is the fitted concentration of half-maximal effect; % is set by controls: 0 for no effect and ±100 for the full control effect; nearly all actives have a fitted effect of over 55% in size
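Enzyme (20 nM final) and test compound sit together 15 min at room temperature before substrate addition. Substrate is a single-forked duplex oligonucleotide (100 nM) labelled with fluorophore and quencher, with 2 mM ATP; helicase unwinding raises red fluorescence, read kinetically.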
CCT chaperon mod: cytosolic chaperonin activity modulation; purified chaperonin ATPase assay, HTRF ADP detection, 30 min; activity change, % (concentration not given with the values), hits read low; actives 0.3% (n = 360,000); AID 651819; in the data active = activity change below about -30%; note: % is set by controls: 0 for no effect and ±100 for the full control effect
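TRiC (40 or 20 nM final, by batch activity) in 30 mM Tris pH 7.4, 100 mM KCl, 5 mM MgCl2, 1 mM DTT was treated with compound at 76 uM single dose, then 10 uM ATP, 30 min at 37 °C. ADP was read by HTRF Transcreener.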
PLK1 PBD inh: PLK1 (human) polo-box domain binding inhibition | Plk1 PBD binding of FITC phosphopeptide, fluorescence polarization | P53350 | Potency, µM, without a hit: max response, negative = inhibition, usual class: inhibitors | actives 2.8% (n = 360,000); note: potency is the fitted concentration of half-maximal effect; series mostly up to about 57 µM; % is set by controls: 0 for no effect and ±100 for the full control effect; nearly all actives have a fitted effect of over 65% in size
Target sequence (P53350 whole entry, looked up, the tested form may be a part): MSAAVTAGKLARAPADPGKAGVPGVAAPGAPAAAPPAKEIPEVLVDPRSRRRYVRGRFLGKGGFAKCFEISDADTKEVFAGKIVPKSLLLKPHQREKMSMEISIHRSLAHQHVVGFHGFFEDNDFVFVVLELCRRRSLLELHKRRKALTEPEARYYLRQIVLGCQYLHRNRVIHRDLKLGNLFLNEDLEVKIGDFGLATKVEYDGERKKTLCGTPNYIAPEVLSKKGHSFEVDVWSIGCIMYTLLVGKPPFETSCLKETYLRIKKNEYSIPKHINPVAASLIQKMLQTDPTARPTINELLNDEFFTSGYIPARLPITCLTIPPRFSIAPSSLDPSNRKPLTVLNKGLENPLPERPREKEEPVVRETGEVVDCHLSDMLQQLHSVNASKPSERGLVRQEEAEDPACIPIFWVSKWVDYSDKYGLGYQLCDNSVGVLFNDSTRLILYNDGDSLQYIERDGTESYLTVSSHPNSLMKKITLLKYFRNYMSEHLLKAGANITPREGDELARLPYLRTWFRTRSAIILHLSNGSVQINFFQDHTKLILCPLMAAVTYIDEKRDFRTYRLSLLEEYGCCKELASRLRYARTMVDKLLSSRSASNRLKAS
PI5P4Ka inh: PI5P4K alpha (human) kinase inhibition | P48426 | PI5P4Kalpha enzyme, ADP-Glo luminescence, 60 min; stronger effect = lower value | max response, % | actives 1.2% (n = 330,000); active = max response of -50% or lower; inconclusive = between -30% and -50%; inactive = -30% or higher; note: value at the top dose of about 77 µM; % is set by controls: 0 for no effect and ±100 for the full control effect
Target sequence (P48426 whole entry, looked up): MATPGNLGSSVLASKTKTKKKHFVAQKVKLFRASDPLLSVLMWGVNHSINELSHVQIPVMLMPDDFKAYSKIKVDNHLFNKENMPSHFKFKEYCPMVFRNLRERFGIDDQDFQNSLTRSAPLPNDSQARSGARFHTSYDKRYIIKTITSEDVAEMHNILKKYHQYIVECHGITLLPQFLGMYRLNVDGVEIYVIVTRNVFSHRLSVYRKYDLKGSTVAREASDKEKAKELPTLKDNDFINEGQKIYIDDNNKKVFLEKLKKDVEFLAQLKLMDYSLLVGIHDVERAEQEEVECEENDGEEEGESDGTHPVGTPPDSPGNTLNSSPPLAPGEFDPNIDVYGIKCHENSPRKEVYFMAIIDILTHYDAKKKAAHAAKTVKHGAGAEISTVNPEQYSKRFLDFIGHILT
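Enzyme plus substrate dispensed, test compounds pinned in, then ATP (5 microM final) added. After 60 min at RT, ADP-Glo reagent 1 for 45 min and reagent 2 for 30 min preceded luminescence imaging.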
MmCpn inh: M. maripaludis TRiC chaperonin inhibition. AID 504842. Potency, µM (series often up to 76.9 µM), without a hit: at the top dose activity, negative = inhibition, actives largely listed as inhibitors. purified Mm-Cpn ATPase, ADP Transcreener TR-FRET. actives 0.031% (n = 330,000); note: potency is the fitted concentration of half-maximal effect; % is set by controls: 0 for no effect and ±100 for the full control effect; nearly all actives have a fitted effect of over 80% in size
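TR-FRET (320 nm excitation; 590 and 665 nm emission) reports ADP made from 10 uM ATP by 25 nM enzyme; compounds were preincubated 10 min, reaction run 30 min, both at 37°C.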
EPAC2 antagonist: blocks human EPAC2 exchange factor | EPAC2 GEF exchange of Rap1B-BODIPY-GDP, fluorescence | Potency, µM (titrated, usually from 114 µM), without a hit: top-dose activity, negative = inhibition, hits mostly inhibitors | actives 0.18% (n = 360,000); note: potency is the fitted concentration of half-maximal effect; % is set by controls: 0 for no effect and ±100 for the full control effect; nearly all actives have a fitted effect of over 45% in size; many of its hits are not listed in these tables
EPAC1 agonist: agonists of human EPAC1 | EPAC1 agonist qHTS, biochemical assay; response scale: 100% = response to 6.5 mM cAMP | Potency, µM (series often up to 154 µM), for the others: top-dose activation, usual class: activators | actives 0.073% (n = 360,000) | AID 720707; note: potency is the fitted concentration of half-maximal effect; nearly all actives have a fitted effect of over 60% in size
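Fluorescent GDP-exchange assay: 100 nM EPAC1 with 250 nM Rap1B preloaded with BODIPY-GDP and 50 uM GDP; compounds tested as concentration series, 5 min at room temperature, then read every 5 min for 30 min (ex 480/em 540 nm); normalized to 6.5 mM cAMP.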
EPAC1 antagonist: EPAC1 (human) antagonism | O95398 | EPAC1 GEF assay, Rap1b-BODIPY-GDP exchange fluorescence | Potency, µM (top dose mostly 115 µM), without a hit: top-dose activity change, negative = inhibition, most hits filed as inhibitors | actives 0.14% (n = 360,000) | AID 720709;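 note: potency is the fitted concentration of half-maximal effect; plate controls were vehicle for no effect and positive control for full effect; nearly all actives have a fitted effect of over 50% in size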
An asterisk follows results filed as active; ? = inconclusive; . = not tested or not shown; [ ] = another dose, or the depositor's remark. Unless noted, calls come from the whole dose curve; as a rule, active = well fitted curve in the direction sought with a large enough effect; inconclusive = small, poorly fitted or top-dose-only effect, or another doubt; inactive = no such curve, though single readings can be large; an effect the other way counts as inactive or inconclusive. The list is partial; rates above refer to the full screens.

SMILES	EPAC2 antagonist	CCT chaperon mod	PI5P4Ka inh	PLK1 PBD inh	WRN inhibitor	MmCpn inh	EPAC1 antagonist	EPAC1 agonist
Cc1cc(NS(=O)(=O)c2ccc(NC(=O)CCCOc3ccccc3)cc2)no1	10%	-1.6	.	0%	4%	-1%	8%	-4%
CCOC(=O)c1c(NC(C)=O)sc2c(OCCN(CC)CC)c(Br)ccc12	-10%	-0.7	-4	2%	24%	1%	-1%	10%
CC[C@]12C(=O)N(C)C[C@H]([C@@H]3C(=O)N(C)C(=O)[C@@H]31)N2C(=O)c1ccc(Cl)c(Cl)c1	-4%	0.6	-3	-7%	10%	.	-23%	-12%
CC(C)c1ccc(OCCCN2CCCC2)cc1	-2%	-1.7	7	2%	-1%	1%	7%	2%
CSc1nc(N(CCO)CCO)c2sc3nc(-c4ccco4)c4c(c3c2n1)CCC4	-2%	-2.0	-89*	?	13µM*	-11%	?	1%
Nn1c(SCC(=O)NC2CCCCC2)nnc1-c1ccc(Cl)cc1	-2%	0.1	0	-17%	-1%	-1%	-13%	14%
CN(c1ccccc1)S(=O)(=O)c1cccc(NC(=O)CSc2nccc(=O)[nH]2)c1	7%	-1.5	-29	-9%	?	-1%	6%	7%
CCc1ccc(NC(=O)Cn2nnc(C(=O)NCCc3ccc(OC)c(OC)c3)c2N)cc1	6%	-0.3	-2	-7%	-14%	0%	3%	-7%
COc1cccc(C(=O)N2CCN(C(=O)COc3ccc4ccccc4c3)CC2)c1	-3%	-1.3	0	1%	-12%	-1%	5%	-8%
COc1cc(OC)c(NC2c3ccccc3C(=O)N2c2cc(C)ccn2)cc1Cl (stereo not drawn)	-3%	0.4	4	-4%	-1%	0%	4%	-4%
NS(=O)(=O)c1ccc2c(c1)oc(=O)c1cc(S(N)(=O)=O)ccc12	-15%	-0.6	6	-7%	-13%	-6%	-17%	9%
CCOC(=O)c1ccc(CNC(=O)C2CCC(=O)N(CCc3ccccc3)C2)o1 (stereo not drawn)	2%	2.1	-2	-4%	-7%	2%	-3%	-2%

Going on with the list.
SMILES	EPAC2 antagonist	CCT chaperon mod	PI5P4Ka inh	PLK1 PBD inh	WRN inhibitor	MmCpn inh	EPAC1 antagonist	EPAC1 agonist
O=C(O)CN(c1ccccc1)S(=O)(=O)c1cc(C(F)(F)F)cc(C(F)(F)F)c1	2%	-0.9	4	-16%	0%	-1%	-1%	-16%
CCOC(=O)C1=C(C)NC(=O)C(C#N)C1c1ccncc1 (stereo not drawn)	1%	2.1	.	-6%	-5%	-1%	3%	-7%
CCOCCOC(=O)c1cccc2c1-c1ccccc1C2=O	-6%	-0.1	1	-5%	-6%	2%	-27%	5%
COc1cccc(S(=O)(=O)Nc2ccc3c(c2)OCCO3)c1	9%	3.2	-1	6%	7%	4%	-21%	0%
Brc1ccc2ncnc(NCc3cccnc3)c2c1	8%	-2.9	?	-3%	-24%	-4%	0%	10%
C=CCOC(=O)C1=C[C@H](c2coc3ccccc3c2=O)C[C@H](OCCCCO)O1	25%	-0.8	4	-5%	-3%	.	-6%	6%
CC(C)(C)Sc1ccc([N+](=O)[O-])cc1C(=O)Nc1ccncc1	-4%	-2.2	7	-5%	-1%	0%	-20%	4%
CCc1ccc(N(CC(=O)NC2CCCCC2)C(=O)CCC(=O)Nc2ccccn2)cc1	3%	-0.6	2	-2%	-7%	0%	-2%	4%
CC(=O)CSc1nnc(NC(=O)CCc2ccccc2)s1	7%	1.2	-7	0%	-2%	-3%	5%	-8%
CC1(CO)CCCC1NCCNC1CCCC1(C)CO (stereo not drawn)	-5%	1.3	-4	-2%	-7%	.	-4%	4%
CCOc1ccc(-c2noc(-c3ccncc3)n2)cc1OCC	7%	1.8	2	-7%	3%	1%	2%	7%
COc1ccccc1N1C(=O)c2cccc3c(Cl)ccc(c23)C1=O	-29%	0.0	4	-2%	3%	-13%	-1%	-1%

Continuation:
SMILES	EPAC2 antagonist	CCT chaperon mod	PI5P4Ka inh	PLK1 PBD inh	WRN inhibitor	MmCpn inh	EPAC1 antagonist	EPAC1 agonist
COc1ccccc1CNC(=O)COC(=O)c1c[nH]c2ccccc12	-17%	2.9	-1	2%	2%	1%	-5%	-8%
Cc1ccc(S(=O)(=O)N(Cc2ccc(Cl)cc2)c2ccccc2C(=O)O)cc1	-15%	-3.5	19	-7%	-9%	0%	?	0%
CN(C)C(=O)c1cc(C(=O)c2ccccc2)c[nH]1	4%	0.5	0	-2%	-4%	-1%	-15%	-2%
O=C1C=C(c2ccc3c(c2)OCO3)C[C@@H](c2ccc(F)cc2)C1	-9%	2.4	-1	0%	1%	-1%	4%	-3%
COC(=O)[C@H](Cc1c[nH]c2ccccc12)NC(=O)CCCc1c[nH]c2ccccc12	-17%	-1.6	-1	5%	0%	0%	-15%	0%
O=C(OCc1ccccc1)N1CCC2CC1c1cc(N3CCN(S(=O)(=O)c4cc(Cl)cc(Cl)c4)CC3)ccc12 (stereo not drawn)	2%	-0.7	-2	-8%	6%	.	-2%	-4%
CCN1CCN(c2ccc(S(=O)(=O)N3CCCCC3)cc2NC(=O)Cc2ccccc2F)CC1	10%	-3.3	-2	-6%	-1%	1%	2%	7%
CCC(=O)N/N=C(\C)CC(=O)Nc1ccccc1-c1ccccc1	5%	-3.0	1	-9%	8%	2%	15%	5%
COc1ccc(CC(=O)N2CCN(c3ccccc3)CC2)cc1	0%	-0.3	-2	1%	-1%	1%	16%	8%
O=C1CNC(=S)N1C1CCCCCC1	-7%	1.7	0	8%	-3%	1%	-5%	5%
CCC(C)[C@H](NC(=O)OC(C)(C)C)c1nnc(SCc2c(C)[nH]c(=O)[nH]c2=O)o1 (stereo partly drawn)	0%	-1.5	7	-11%	-2%	1%	6%	-7%
C=C(C)c1cccc(C(C)(C)NC(=O)Nc2cc(C)ccc2OC)c1	-5%[57.1 µM]	-0.3	6	1%	-2%	1%	0%	-1%

The list continues.
SMILES	EPAC2 antagonist	CCT chaperon mod	PI5P4Ka inh	PLK1 PBD inh	WRN inhibitor	MmCpn inh	EPAC1 antagonist	EPAC1 agonist
CC(C)(C)c1ccc(S(=O)(=O)NCCOCC(F)(F)C(F)F)cc1	-14%	0.3	.	-5%	-10%	1%	-20%	-10%
O=c1[nH]c2ccccc2nc1/C=C/c1ccc(F)cc1	0%	-2.6	5	54%[activator]	-25%	0%	4%	9%
COc1ccc(Nc2ccnc(Nc3ccc(OC)cc3)n2)cc1	-7%	-1.5	-1	-3%	-14%	1%	-14%	-1%
COc1ccc(NC(=O)CCN2CCN(S(=O)(=O)c3ccc(Br)cc3)CC2)cc1	-15%	3.5	2	9%	-6%	-1%	2%	4%
O=C(O)c1cccnc1SC1CC(=O)N(c2ccccc2)C1=O (stereo not drawn)	6%	-2.9	-4	-19%	2%	0%	-14%	7%
O=C(CCN1C(=O)S/C(=C\c2ccc(F)cc2)C1=O)Nc1ccc(O)cc1C(=O)O	13%	-1.1	-20	-19%	-13%	-2%	-7%	3%
CCOC(=O)C1CCCN(C(=O)c2cc3nc(-c4ccc5c(c4)OCO5)cc(C(F)(F)F)n3n2)C1 (stereo not drawn)	-3%	0.8	.	0%	-7%	-1%	13%	-6%
Cc1ccc(OCC(=O)NNC(=O)C2CSC3(C)CCC(=O)N23)cc1 (stereo not drawn)	0%	0.7	-6	-2%	-2%	1%	-3%	-1%
CC(C)c1ccc(/C=C(/C#N)c2nnc(NC(=O)c3ccccc3)s2)cc1	12%	0.2	-6	6%	-8%	0%	-21%	7%
COc1ccccc1CNC(=O)c1cccc(NC(=O)c2ccccc2)c1	-11%	-1.5	-3	-12%	3%	0%	-13%	5%
Cc1ccc(C)c(Cn2cnc3c(oc4ccccc43)c2=O)c1	-2%	-1.6	-2	-4%	3%[57.1 µM]	0%	-24%	10%
COc1ccc(OC)c(C(=O)CN2C(=O)C(=O)N(C3CCCC3)C2=O)c1	7%	0.8	-4	2%	-1%	-3%	-3%	-4%

Some of these compounds in order of their number in CCT chaperon mod, high to low:
molecule	EPAC2 antagonist	CCT chaperon mod	PI5P4Ka inh	PLK1 PBD inh	WRN inhibitor	MmCpn inh	EPAC1 antagonist
COc1cccc(C(=O)N2CCN(C(=O)COc3ccc4ccccc4c3)CC2)c1	-3%	-1.3	0	1%	-12%	-1%	5%
Brc1ccc2ncnc(NCc3cccnc3)c2c1	8%	-2.9	?	-3%	-24%	-4%	0%
Cc1ccc(S(=O)(=O)N(Cc2ccc(Cl)cc2)c2ccccc2C(=O)O)cc1	-15%	-3.5	19	-7%	-9%	0%	?

Carrying on:
SMILES	EPAC2 antagonist	CCT chaperon mod	PI5P4Ka inh	PLK1 PBD inh	WRN inhibitor	MmCpn inh	EPAC1 antagonist	EPAC1 agonist
CCO[C@H]1OC(C(=O)N2CCCCCCC2)=C[C@@H](c2ccc(C(F)(F)F)cc2)[C@@H]1CCCO	-20%	-2.4	7	-15%	-4%	.	-13%	-21%
O=S1(=O)CC(N2CCN(c3ncccn3)CC2)CN1Cc1ccc(F)cc1 (stereo not drawn)	-11%	0.0	1	-15%	7%	.	-20%	-10%
O=C(OCCN1CCOCC1)C(c1ccccc1)c1ccccc1	-1%	-3.0	.	-7%	0%	-1%	6%	9%
CCCCC1SC(N)=NC1=O (stereo not drawn)	-1%	1.1	0	-4%	-4%	.	-12%	18%
O=C(OCC(=O)N1CCCC1)c1ccc(S(=O)(=O)N2CCOCC2)cc1	4%	2.2	1	-7%	5%	2%	-18%	-4%
Cc1cccc(/C(N)=N/OC(=O)c2cccs2)c1	7%	-0.7	?	-2%	-1%	0%	15%	2%
Cc1ccc(CN2CCNC(=O)C2CC(=O)N2CCN(c3ncccn3)CC2)o1 (stereo not drawn)	2%	-6.2	1	-1%	0%	1%	-3%	3%
Fc1nc(N2CCCC2)c(F)c(Oc2ccccc2Oc2c(F)c(F)nc(N3CCCC3)c2F)c1F	2%	-0.7	1	-7%	2%	2%	1%	5%
COc1ccccc1NC(=S)Nc1cccc2cnccc12	4%	-4.2	-18	30µM*	-8%	0%	-5%	-14%
CC1SCC(NC(=O)c2ccc(Cl)cc2)CS1 (stereo not drawn)	-1%	-0.1	10	0%	-6%	-1%	-10%	4%
O=C1N=NC2=C1c1c3ccccc3c(O)n1CC2	0%	-0.6	-8	-3%	-6%[57.1 µM]	-3%	6%	14%
CSc1nc2c(c(=O)[nH]1)C(c1ccncc1)C(C(=O)OC(C)C)=C(C)N2 (stereo not drawn)	-3%	-1.9	-1	-5%	-2%	1%	4%	-2%
O=C(NC1CCCC1)C(c1ccccn1)N(C(=O)c1csnn1)C1CC1 (stereo not drawn)	-1%	-0.4	.	-12%	2%	4%	0%	8%
O=C(Nn1c(-c2ccc(Br)cc2)nc2ccccc2c1=O)c1cccnc1	0%	-3.5	-56*	?	?	?	-2%	7%

Screening data from PubChem BioAssay.
